Screening results from PubChem BioAssay.
ASAP1 GAP inh: blocks human ASAP1-stimulated Arf1 GTP hydrolysis; GDP FP detection; Q9ULH1; inhibition, % at 16.5 µM; actives 0.19% (n = 360,000); in the data active = inhibition above about 25%;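 also: 0% = vehicle with enzyme and substrate and 100% = no enzyme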
Target sequence (Q9ULH1 325-724 limits assumed): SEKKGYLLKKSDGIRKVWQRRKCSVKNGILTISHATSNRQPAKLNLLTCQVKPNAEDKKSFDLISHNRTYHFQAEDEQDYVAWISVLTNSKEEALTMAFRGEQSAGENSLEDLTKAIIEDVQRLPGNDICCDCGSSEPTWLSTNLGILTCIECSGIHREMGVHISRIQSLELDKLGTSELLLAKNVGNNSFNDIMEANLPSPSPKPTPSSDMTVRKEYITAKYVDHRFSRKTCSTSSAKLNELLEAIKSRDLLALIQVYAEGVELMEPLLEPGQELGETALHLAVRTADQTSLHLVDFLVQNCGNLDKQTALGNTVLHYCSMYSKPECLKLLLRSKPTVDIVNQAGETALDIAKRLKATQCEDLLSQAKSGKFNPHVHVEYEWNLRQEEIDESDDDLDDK
UHRF1 binding: human UHRF1 methylated DNA binding inhibitors; Q96T88; UHRF1 binding to methylated oligo, TR-FRET; inhibition, % at 4.4 µM; actives 0.75% (n = 370,000); AID 687016; in the data active = inhibition above about 21%;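 also: UHRF1 SRA domain binding a hemimethylated CpG hairpin DNA probe; 0% = median of test compound wells and 100% = reference inhibitor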
KLK7 zymogen act: activators of human kallikrein-7 zymogen; AID 652039; actives 0.9% (n = 370,000); purified proKLK7, EDANS-DABCYL substrate fluorescence; 100% is mature enzyme control, 0% vehicle; P49862; activation, % at 7 µM;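 active = activation above the mean of all tested compounds plus 3 SD, computed per campaign excluding outliers beyond control limits, cut at about 13% in these data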
ARFGAP1 inh: inhibitors of rat ARFGAP1 | actives 0.26% (n = 360,000) | Arfgap1-stimulated ARF1 GTP hydrolysis, GDP FP detection | inhibition, % at 16.5 µM | AID 651572 | Q62848;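 active = inhibition above a per-plate limit, mean inhibition of low control wells plus 3 SD, cut at about 25% in these data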;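 also: 0% = DMSO wells with enzyme and 100% = wells lacking Arfgap1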
Target sequence (Q62848 1-136 limits assumed): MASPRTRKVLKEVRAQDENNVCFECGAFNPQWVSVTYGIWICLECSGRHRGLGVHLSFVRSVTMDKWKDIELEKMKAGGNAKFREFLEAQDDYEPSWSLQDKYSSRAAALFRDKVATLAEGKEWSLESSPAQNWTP
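System: truncated rat Arfgap1 GAP domain / Benchmarks: high control wells lacking Arfgap1, low control full reaction with DMSO / Times: compound-enzyme preincubation 20 min, reaction 120 min, detection 60 min, 25 °C / Repeats: one replicate per compound / Also added: human ARF1(Δ1-17)-GTP substrate / Measured by: Tracer-displacement fluorescence polarization with EDTA stop, 620/688 nm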
NR1D1 modulator: modulators of human Rev-erb alpha DNA binding; P20393; Rev-erbα–FITC-DNA binding, fluorescence polarization, 90 min; activity, % at 10 µM; actives 0.79% (n = 370,000); AID 1259318;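 active = activity above about 14%, limit read from the data; passing the limit was not always enough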;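 also: 0% = DMSO wells with 35 nM protein and 100% = DMSO wells with 750 nM protein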
PLCg1 inh: blocks human PLC-gamma1 enzyme activity; actives 0.84% (n = 370,000); purified PLC-gamma1, fluorogenic substrate, fluorescence; inhibition, % at 12.2 µM; in the data active = inhibition above about 9.5%
DDE Tn7 FP inh: inhibitors of Tn7 peptide binding to human fibrin DD(E). AID 720508. FP displacement of FITC-Tn7 peptide from fibrin DD(E); 0% = median of compound wells per plate. inhibition, % at 8.3 µM. P02675. actives 0.13% (n = 370,000);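 active = inhibition above the mean of compounds falling within the control limits plus 3 SD of them, cut at about 14% in these data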;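 also: 0% = plate median of compound wells and 100% = 10 µM Aha-Tn7 peptide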
Target sequence (P02675 whole entry, looked up): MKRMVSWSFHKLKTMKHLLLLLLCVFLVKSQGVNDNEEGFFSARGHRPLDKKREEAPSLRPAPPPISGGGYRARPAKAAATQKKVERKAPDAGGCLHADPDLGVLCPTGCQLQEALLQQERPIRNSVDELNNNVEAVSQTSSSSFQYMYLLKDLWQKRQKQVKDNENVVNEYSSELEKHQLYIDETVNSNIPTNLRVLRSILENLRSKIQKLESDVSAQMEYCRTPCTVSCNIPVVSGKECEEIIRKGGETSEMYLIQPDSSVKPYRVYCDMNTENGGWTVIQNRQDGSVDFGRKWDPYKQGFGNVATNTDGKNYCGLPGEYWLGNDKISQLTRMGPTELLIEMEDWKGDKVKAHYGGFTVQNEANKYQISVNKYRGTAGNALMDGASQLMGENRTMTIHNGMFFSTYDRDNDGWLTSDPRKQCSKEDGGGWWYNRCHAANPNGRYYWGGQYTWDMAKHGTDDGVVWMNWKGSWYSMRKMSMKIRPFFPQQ
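Test system: human clot-derived fibrin DD(E) complex / Quantity: 2 µM final DD(E) protein / Incubation: 10 min plus 3 h, room temperature / Measured by: fluorescence polarization / Benchmarks: high control of 10 µM Aha-Tn7 peptide / Replicates: singlicate testing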
sPLA2-III inh: Inhibits HGIII-sPLA2 liposome hydrolysis, primary screen; inhibition, % at 12.2 µM; AID 743126; QFRET BODIPY PC-A2 liposome hydrolysis, fluorescence; actives 0.56% (n = 370,000);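 active = inhibition above mean plus 3 SD of compounds lying within the high and low control bounds, cut at about 19% in these data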;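 also: 0% = median of test compound wells and 100% = no enzyme DMSO wells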
DDE Tn6 FP inh: disrupts Tn6 cyclic peptide binding to fibrin D-Dimer-E complex. P02675. Fibrin DD(E) TRITC-Tn6 fluorescence polarization displacement. inhibition, % at 8.3 µM. actives 0.21% (n = 370,000);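 active = inhibition above a per-campaign cutoff: mean of compounds within control limits plus 3 SD, cut at about 15% in these data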;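 also: 0% = median of all compound wells on the plate and 100% = blocking peptide control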
PLC-beta3 inh: blocks human PLC-beta3 enzyme activity; Q01970; Purified PLC-beta3, fluorogenic substrate, fluorescence; inhibition, % at 12.2 µM; actives 0.18% (n = 370,000); in the data active = inhibition above about 11%;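 also: 0% = median of compound wells on plate and 100% = full blocker control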
Starred values were filed as active, the others as inactive.

How did COc1ccc2oc(C(=O)OCC(=O)Nc3ccc(OC)c(S(N)(=O)=O)c3)c(C)c2c1 do in these assays?
ASAP1 GAP inh: -3; UHRF1 binding: -3; KLK7 zymogen act: -4.7; ARFGAP1 inh: 3; NR1D1 modulator: 2; PLCg1 inh: -120; DDE Tn7 FP inh: -1; sPLA2-III inh: -10; DDE Tn6 FP inh: 1; PLC-beta3 inh: -122

How did Cc1ccc2c(C)c(C(=O)N(C)Cc3ccncn3)oc2c1C do in these assays?
ASAP1 GAP inh: 4; UHRF1 binding: 0; KLK7 zymogen act: -0.1; ARFGAP1 inh: -5; NR1D1 modulator: -7; PLCg1 inh: 8; DDE Tn7 FP inh: 1; sPLA2-III inh: 2; DDE Tn6 FP inh: 12; PLC-beta3 inh: -4

How did Cc1ccc(Oc2ncccc2CO)cc1 do in these assays?
ASAP1 GAP inh: 2; UHRF1 binding: 0; KLK7 zymogen act: 0.4; ARFGAP1 inh: 3; NR1D1 modulator: -1; PLCg1 inh: 2; DDE Tn7 FP inh: -8; sPLA2-III inh: 2; DDE Tn6 FP inh: 1; PLC-beta3 inh: 2

Results for Cc1cc(C)cc(OCC(=O)OCC(=O)c2cc(C)n(C3CC3)c2C)c1 ?
ASAP1 GAP inh: 1; UHRF1 binding: 0; KLK7 zymogen act: 0.3; ARFGAP1 inh: -4; NR1D1 modulator: -3; PLCg1 inh: -5; DDE Tn7 FP inh: -3; sPLA2-III inh: 8; DDE Tn6 FP inh: 1; PLC-beta3 inh: -8

Results for CC1CCN(C(=O)CSc2nnc(N)s2)CC1 ?
ASAP1 GAP inh: 1; UHRF1 binding: -4; KLK7 zymogen act: -0.5; ARFGAP1 inh: 12; NR1D1 modulator: -4; PLCg1 inh: -1; DDE Tn7 FP inh: 7; sPLA2-III inh: -1; DDE Tn6 FP inh: -1; PLC-beta3 inh: -2

How did CCc1ccc(N=Nc2ccc(O)c3[nH]cnc23)cc1 do in these assays?
ASAP1 GAP inh: 6; UHRF1 binding: -9; KLK7 zymogen act: 0.6; ARFGAP1 inh: -7; NR1D1 modulator: 10; PLCg1 inh: -6; DDE Tn7 FP inh: 1; sPLA2-III inh: -53; DDE Tn6 FP inh: -2; PLC-beta3 inh: -11

How did CC(C)CC(C(=O)OCC(=O)N1CCN(c2ccccc2)CC1)N1C(=O)c2ccccc2C1=O (stereo not drawn) do in these assays?
ASAP1 GAP inh: -12; UHRF1 binding: 1; KLK7 zymogen act: 0.1; ARFGAP1 inh: -8; NR1D1 modulator: 3; PLCg1 inh: 0; DDE Tn7 FP inh: 3; sPLA2-III inh: 0; DDE Tn6 FP inh: 3; PLC-beta3 inh: -9

What do the screens show for `Clc1cncc(Cl)c1NNc1c2ccccc2nc2ccccc12`?
ASAP1 GAP inh: 3; UHRF1 binding: 0; KLK7 zymogen act: -1.1; ARFGAP1 inh: 0; NR1D1 modulator: -5; PLCg1 inh: -170; DDE Tn7 FP inh: 2; sPLA2-III inh: 11; DDE Tn6 FP inh: -3; PLC-beta3 inh: -186

Results for CCOc1ccc2c(c1)OC(c1ccccc1)(C(F)(F)F)NC2=O (stereo not drawn) ?
ASAP1 GAP inh: -1; UHRF1 binding: -1; KLK7 zymogen act: -0.6; ARFGAP1 inh: 0; NR1D1 modulator: 8; PLCg1 inh: 1; DDE Tn7 FP inh: 2; sPLA2-III inh: 0; DDE Tn6 FP inh: -7; PLC-beta3 inh: 0

How did O=C(CCc1nc2ccccc2c(=O)[nH]1)OCC(=O)c1cccc(Cl)c1 do in these assays?
ASAP1 GAP inh: -1; UHRF1 binding: 4; KLK7 zymogen act: -0.4; ARFGAP1 inh: 2; NR1D1 modulator: -2; PLCg1 inh: -4; DDE Tn7 FP inh: -3; sPLA2-III inh: 5; DDE Tn6 FP inh: 1; PLC-beta3 inh: -4

What do the screens show for `COc1ccc(OC)c2c(C)c(C)[nH]c12`?
ASAP1 GAP inh: 5; UHRF1 binding: 0; KLK7 zymogen act: 0.7; ARFGAP1 inh: 6; NR1D1 modulator: 2; PLCg1 inh: 0; DDE Tn7 FP inh: 3; sPLA2-III inh: 17; DDE Tn6 FP inh: -1; PLC-beta3 inh: -5

How did Cc1nc2ccccc2n1CCOc1ccc(F)cc1 do in these assays?
ASAP1 GAP inh: 4; UHRF1 binding: -2; KLK7 zymogen act: 0.0; ARFGAP1 inh: 4; NR1D1 modulator: 1; PLCg1 inh: 5; DDE Tn7 FP inh: 0; sPLA2-III inh: -5; DDE Tn6 FP inh: 3; PLC-beta3 inh: -4

How did COC(=O)c1sc2ccccc2c1NC(=O)c1ccc(S(=O)(=O)N2CCC(C)CC2)cc1 do in these assays?
ASAP1 GAP inh: 9; UHRF1 binding: 1; KLK7 zymogen act: 0.3; ARFGAP1 inh: -3; NR1D1 modulator: 9; PLCg1 inh: -4; DDE Tn7 FP inh: 5; sPLA2-III inh: 2; DDE Tn6 FP inh: 3; PLC-beta3 inh: -58

What do the screens show for `COc1cccc(S(=O)(=O)N(C)C[C@@H]2Oc3ncc(Br)cc3C(=O)N([C@H](C)CO)C[C@@H]2C)c1`?
ASAP1 GAP inh: 5; UHRF1 binding: -1; KLK7 zymogen act: -0.2; ARFGAP1 inh: -10; NR1D1 modulator: -1; PLCg1 inh: 1; DDE Tn7 FP inh: 5; sPLA2-III inh: -1; DDE Tn6 FP inh: 5; PLC-beta3 inh: 0

What do the screens show for `COC(=O)c1ccc(Cn2cc(Cl)cn2)o1`?
ASAP1 GAP inh: -1; UHRF1 binding: 0; KLK7 zymogen act: -0.1; ARFGAP1 inh: 5; NR1D1 modulator: -3; PLCg1 inh: -2; DDE Tn7 FP inh: 1; sPLA2-III inh: 12; DDE Tn6 FP inh: 9; PLC-beta3 inh: -8

Results for CC1CC(C)CN(S(=O)(=O)c2ccc3c(c2)oc(=O)n3CC(=O)N2CCOCC2)C1 (stereo not drawn) ?
ASAP1 GAP inh: 6; UHRF1 binding: 1; KLK7 zymogen act: -0.4; ARFGAP1 inh: -2; NR1D1 modulator: -2; PLCg1 inh: 1; DDE Tn7 FP inh: -7; sPLA2-III inh: -4; DDE Tn6 FP inh: -2; PLC-beta3 inh: 2

How did CCCCNC(=S)N1CCn2cccc2C1c1ccc(F)cc1 (stereo not drawn) do in these assays?
ASAP1 GAP inh: 5; UHRF1 binding: -1; KLK7 zymogen act: 0.2; ARFGAP1 inh: -3; NR1D1 modulator: -2; PLCg1 inh: -8; DDE Tn7 FP inh: 10; sPLA2-III inh: -5; DDE Tn6 FP inh: -10; PLC-beta3 inh: -20

What do the screens show for `O=C(c1cc(F)c(F)cc1Cl)N1CCN(CCc2ccccc2)CC1`?
ASAP1 GAP inh: -10; UHRF1 binding: -3; KLK7 zymogen act: -0.2; ARFGAP1 inh: 0; NR1D1 modulator: -3; PLCg1 inh: -1; DDE Tn7 FP inh: 4; sPLA2-III inh: -3; DDE Tn6 FP inh: 4; PLC-beta3 inh: -4

How did CC(CC(=O)N1CCc2ccccc21)n1cccn1 (stereo not drawn) do in these assays?
ASAP1 GAP inh: 8; UHRF1 binding: 11; KLK7 zymogen act: -0.6; ARFGAP1 inh: 7; NR1D1 modulator: -8; PLCg1 inh: 3; DDE Tn7 FP inh: 0; sPLA2-III inh: 2; DDE Tn6 FP inh: -4; PLC-beta3 inh: -14

Results for CCOC(=O)CN=C(NS(=O)(=O)c1ccc(Cl)cc1)c1ccccc1 ?
ASAP1 GAP inh: 5; UHRF1 binding: 1; KLK7 zymogen act: 0.4; ARFGAP1 inh: 0; NR1D1 modulator: -4; PLCg1 inh: 5; DDE Tn7 FP inh: -1; sPLA2-III inh: 1; DDE Tn6 FP inh: -4; PLC-beta3 inh: 4

Results for Cc1cccc(CNC(=O)Cn2ccc3cc(S(=O)(=O)N4CCCC4)ccc32)c1 ?
ASAP1 GAP inh: -14; UHRF1 binding: 2; KLK7 zymogen act: -0.3; ARFGAP1 inh: -7; NR1D1 modulator: -2; PLCg1 inh: 0; DDE Tn7 FP inh: 5; sPLA2-III inh: -3; DDE Tn6 FP inh: 2; PLC-beta3 inh: -4

How did CN(C)S(=O)(=O)c1ccc(C(=O)N(c2ccccn2)c2ccccn2)cc1 do in these assays?
ASAP1 GAP inh: -13; UHRF1 binding: -1; KLK7 zymogen act: 0.8; ARFGAP1 inh: 31*; NR1D1 modulator: 4; PLCg1 inh: 3; DDE Tn7 FP inh: -1; sPLA2-III inh: 6; DDE Tn6 FP inh: -10; PLC-beta3 inh: 1

How did CC1(C)CC(=O)C2=C(C1)Oc1ncn(CCCO)c(=N)c1C2c1ccccc1 (stereo not drawn) do in these assays?
ASAP1 GAP inh: 10; UHRF1 binding: 1; KLK7 zymogen act: -0.3; ARFGAP1 inh: 6; NR1D1 modulator: -4; PLCg1 inh: 1; DDE Tn7 FP inh: 0; sPLA2-III inh: 8; DDE Tn6 FP inh: 4; PLC-beta3 inh: -3

What do the screens show for `C=C(C)C(=O)OCC(=O)NCc1ccccc1`?
ASAP1 GAP inh: -9; UHRF1 binding: -3; KLK7 zymogen act: 0.3; ARFGAP1 inh: -6; NR1D1 modulator: 0; PLCg1 inh: 0; DDE Tn7 FP inh: 2; sPLA2-III inh: 5; DDE Tn6 FP inh: 7; PLC-beta3 inh: -5

Results for COc1ccc(OCC(=O)N2CCN(S(=O)(=O)c3ccc(Cl)s3)CC2)cc1 ?
ASAP1 GAP inh: 3; UHRF1 binding: 0; KLK7 zymogen act: -0.1; ARFGAP1 inh: -5; NR1D1 modulator: -7; PLCg1 inh: -2; DDE Tn7 FP inh: 8; sPLA2-III inh: 1; DDE Tn6 FP inh: 9; PLC-beta3 inh: -6

How did Cn1cc(Cl)nc1C(O)c1ccccc1 (stereo not drawn) do in these assays?
ASAP1 GAP inh: -1; UHRF1 binding: 0; KLK7 zymogen act: 0.3; ARFGAP1 inh: -5; NR1D1 modulator: 1; PLCg1 inh: 2; DDE Tn7 FP inh: -4; sPLA2-III inh: -7; DDE Tn6 FP inh: 6; PLC-beta3 inh: 2

What do the screens show for `CCc1ccc2nc(N(CCCN(C)C)C(=O)c3ccc(S(=O)(=O)N4CCc5ccccc5C4)cc3)sc2c1`?
ASAP1 GAP inh: -2; UHRF1 binding: -2; KLK7 zymogen act: 1.1; ARFGAP1 inh: -5; NR1D1 modulator: -4; PLCg1 inh: 3; DDE Tn7 FP inh: -7; sPLA2-III inh: -22; DDE Tn6 FP inh: -3; PLC-beta3 inh: -5

What do the screens show for `O=C(NCCCCc1ccccc1)c1cccc(Br)c1`?
ASAP1 GAP inh: 2; UHRF1 binding: 1; KLK7 zymogen act: -0.5; ARFGAP1 inh: 8; NR1D1 modulator: -2; PLCg1 inh: 0; DDE Tn7 FP inh: 2; sPLA2-III inh: -3; DDE Tn6 FP inh: -6; PLC-beta3 inh: -7
